# Abeta yeast res: A-beta toxicity reversal in yeast. yeast expressing A-beta42, growth rescue, OD600, 48 h; response scale: 0% DMSO, 100% iron-clioquinol control. Potency, µM (highest dose often 46.1 µM), for the others: at the top dose growth rescue, hits mostly activators. 410,000 compounds, 0.063% hits; further: potency means the concentration at half of the fitted maximal effect; nearly all actives have a fitted effect of over 55% in size
#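 Yeast growth medium received pinned compounds, then yeast cells expressing toxic A-beta were added; plates incubated at 30 C for 48 hr. Growth read as absorbance at 600 nm, normalized to DMSO and equimolar FeCl3 plus clioquinol controls.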
# GLP-1R inv ag: inverse agonists of human GLP-1 receptor; P43220; HEK293 GLP-1R CRE-luciferase, luminescence, 24 h; GLP-1R form is constitutively active; Potency, µM (top dose mostly 38.3 µM), for inactives: top-dose activity change, negative = inhibition, usual class: inhibitors; 410,000 compounds, 1.6% hits; further: potency means the concentration at half of the fitted maximal effect; on the % scale 0 is the no-effect control and ±100 the full control effect; nearly all actives have a fitted effect of over 55% in size
# Target sequence (P43220 whole entry, looked up): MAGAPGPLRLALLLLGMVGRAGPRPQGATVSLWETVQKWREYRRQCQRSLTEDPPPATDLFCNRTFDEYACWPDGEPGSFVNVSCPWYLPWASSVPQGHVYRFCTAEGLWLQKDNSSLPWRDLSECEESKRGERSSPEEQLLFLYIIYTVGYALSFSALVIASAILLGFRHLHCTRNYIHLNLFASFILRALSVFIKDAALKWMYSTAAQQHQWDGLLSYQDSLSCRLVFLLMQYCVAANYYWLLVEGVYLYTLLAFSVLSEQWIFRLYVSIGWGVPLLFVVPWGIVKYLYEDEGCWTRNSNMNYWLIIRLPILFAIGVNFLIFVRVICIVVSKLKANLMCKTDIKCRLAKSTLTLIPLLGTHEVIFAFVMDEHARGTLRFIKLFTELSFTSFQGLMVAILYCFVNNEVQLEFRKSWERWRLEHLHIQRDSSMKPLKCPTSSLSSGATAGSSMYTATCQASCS
#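 Cells are plated, allowed 12 hours at 37 deg C, then treated with compounds for 24 hr before luciferase detection reagent is added and luminescence is read after 12 min at room temperature. The HEK293 line carries constitutively active GLP-1R with a cAMP-responsive reporter.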
# pAkt inh: inhibitors of Akt phosphorylation; Neuro2A IGF-stimulated pAkt S473 HTRF, 20 min; hits give low values; activity change, % for hits at 50 µM; 360,000 compounds, 0.32% hits; AID 651550; in the data active means activity change below about -80%; inconclusive means mostly about -51% to -80%; further: on the % scale 0 is the no-effect control and ±100 the full control effect
#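 Single-point screen (50 µM final compound) in Neuro2A cells stimulated 20 min with 6 nM IGF at 37 deg C. After lysis, Ser473-phosphorylated Akt read by HTRF (ex 330 nm, em 615/665 nm) as the 665/615 ratio.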
# PTHR1 agonist: agonists of human PTHR1 parathyroid hormone receptor; Q03431; HEK293 GP2 PTHR1 cells, GloSensor cAMP luminescence, 1 h; 410,000 compounds, 0.075% hits; Potency, µM (titrated, usually from 115 µM), for inactives: top-dose activation, hits mostly activators; AID 743266; further: potency means the concentration at half of the fitted maximal effect; nearly all actives have a fitted effect of over 55% in size; some results filed as inactive show a strong effect at the top dose; inactives centre near -15; many of its hits are not listed in these tables
# Target sequence (Q03431 whole entry, looked up): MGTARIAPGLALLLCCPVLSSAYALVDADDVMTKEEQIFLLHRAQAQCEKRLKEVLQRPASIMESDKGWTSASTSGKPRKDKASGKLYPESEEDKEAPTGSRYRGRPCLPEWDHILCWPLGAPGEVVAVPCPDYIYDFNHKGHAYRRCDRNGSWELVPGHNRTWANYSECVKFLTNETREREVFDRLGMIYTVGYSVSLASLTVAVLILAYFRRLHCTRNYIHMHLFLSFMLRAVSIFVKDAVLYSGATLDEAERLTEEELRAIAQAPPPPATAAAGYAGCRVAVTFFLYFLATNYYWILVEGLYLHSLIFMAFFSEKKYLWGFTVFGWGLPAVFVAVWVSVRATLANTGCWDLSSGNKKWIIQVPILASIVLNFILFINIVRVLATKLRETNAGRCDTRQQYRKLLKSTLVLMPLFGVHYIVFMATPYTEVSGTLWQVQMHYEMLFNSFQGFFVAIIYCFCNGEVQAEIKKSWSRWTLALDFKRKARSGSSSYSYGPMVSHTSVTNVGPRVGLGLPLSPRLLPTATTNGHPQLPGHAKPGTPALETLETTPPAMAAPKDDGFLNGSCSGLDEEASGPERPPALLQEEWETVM
#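 HEK-293-derived GP2 cells expressing PTHR1 and a GloSensor cAMP reporter, 3,000/well, plated overnight, given luciferin plus IBMX (each 0.5 mM as added) for 1 h at 37 °C, then compound for 1 h at 37 °C. Luminescence was read after 15 min at room temperature.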
# TDP43 rescue: rescues yeast growth from TDP-43 toxicity | TDP-43 expressing yeast growth rescue, BacTiter-Glo, 24 h | Potency, µM (highest dose often 46.1 µM), without a hit: at the top dose growth rescue (activation), actives largely listed as activators | 410,000 compounds, 1.8% hits; further: potency means the concentration at half of the fitted maximal effect; % of control where 0% means no effect; nearly all actives have a fitted effect of over 50% in size
#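 Readout is BacTiter-Glo luminescence of cell growth, so inhibitors register as activators. TDP-43-expressing yeast at OD600=0.02 in galactose medium, after raffinose pregrowth to mid-log, were incubated with compound for 24 hr at 30 deg C.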
# GLP1R cytotox: cytotoxicity counter-screen for GLP-1 receptor inverse agonists. HEK293 cAMP-luciferase reporter cells, luminescence, 24 h. Potency, µM (series often up to 38.3 µM), for inactives: top-dose activity change, negative = inhibition, actives largely listed as inhibitors. 410,000 compounds, 0.13% hits. AID 624418;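 further: loss of luciferase light is scored as toxicity; potency means the concentration at half of the fitted maximal effect; on the % scale 0 is the no-effect control and ±100 the full control effect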
#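 To flag toxic compounds, the library was rerun on cells for 24 hr at 37 deg C and 5% CO2. Viability-linked luminescence was captured 12 min after adding luciferase detection reagent.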
# MmCpn inh: M. maripaludis TRiC chaperonin inhibition. purified Mm-Cpn ATPase, ADP Transcreener TR-FRET. Potency, µM (series often up to 76.9 µM), for the others: at the highest dose activity, negative = inhibition, actives largely listed as inhibitors. 330,000 compounds, 0.031% hits; further: potency means the concentration at half of the fitted maximal effect; on the % scale 0 is the no-effect control and ±100 the full control effect; nearly all actives have a fitted effect of over 80% in size
#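 TR-FRET (320 nm excitation; 590 and 665 nm emission) reports ADP made from 10 uM ATP by 25 nM enzyme; compounds were preincubated 10 min, reaction run 30 min, both at 37°C.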
# aSyn yeast inh: inhibitors of alpha-synuclein toxicity in yeast. Yeast expressing alpha-synuclein, growth rescue, BacTiter-Glo, 24 h. Potency, µM (series often up to 46.1 µM), inactives show at the top dose growth rescue (activation), usual class: activators. 370,000 compounds, 0.14% hits; further: potency means the concentration at half of the fitted maximal effect; % of control where 0% means no effect; nearly all actives have a fitted effect of over 65% in size
#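 Screening used galactose-induced yeast with toxic alpha-synuclein levels, exposed to compound for 24 hr at 30 deg C. Cell growth, read with BacTiter-Glo luminescence, gave the measured signal.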
# FUS yeast rescue: suppressors of FUS proteinopathy in yeast; S. cerevisiae FUS-expressing, growth rescue, OD600, 24 h; Potency, µM (titrated, usually from 76.6 µM), for inactives: at the highest dose growth rescue (activation), actives largely listed as activators; 390,000 compounds, 0.24% hits;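 further: potency means the concentration at half of the fitted maximal effect; plate controls were DMSO vehicle for no effect and reference control for full effect; nearly all actives have a fitted effect of over 55% in size; some results filed as inactive show a strong effect at the top dose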
#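 Compound concentration series was pinned onto galactose-induced FUS-expressing yeast seeded at OD 0.005. Plates sat 24hr at 30C; absorbance at 600 nm gave growth. DMSO served as background control.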
# * marks the source's active call; other numbers are inactive results; i = inactive; ? = inconclusive; . = not tested or not shown; [ ] = remark or other dose. Unless noted, the call rests on the fitted dose curve; in most records, active means well fitted curve in the direction sought with a large enough effect; inconclusive means small, poorly fitted or top-dose-only effect, or another doubt; inactive means no such curve, though single readings can be large; an effect the other way counts as inactive or inconclusive.
SMILES,Abeta yeast res,GLP-1R inv ag,pAkt inh,PTHR1 agonist,TDP43 rescue,GLP1R cytotox,MmCpn inh,aSyn yeast inh,FUS yeast rescue
Cc1ccc(CNC(=O)c2cc(Cl)cc(Cl)c2)n1C,14.0%,-4.3%,i,i,?,0.8%,-0.3%,5.3%,-4.3%
O=C(C=Cc1ccco1)N1CCOCC1,-17.1%,8.9%,i,i,-8.9%,1.6%,.,-15.6%,-6.2%
COc1ccc(N/C=C\C(=O)c2ccc3c(c2)OCO3)cc1,-22.3%,-29.5%,i,-7.8%[57.5 µM],29.6%,-20.3%,0.3%,11.9%,29.2%
Cc1ccc(O)c(C(=O)c2cc(C#N)c(=O)n(-c3c(C)n(C)n(-c4ccccc4)c3=O)c2)c1,-5.9%,0.0%,.,?,-7.2%,0.4%,-4.0%,6.5%,21.3%
CCOC(=O)c1ccccc1NS(=O)(=O)c1ccc(OCC)cc1,0.8%,0.0%,i,-27.3%,-10.0%,-10.5%,1.4%,7.4%,19.6%
CCCc1nnc(NC(=O)C2CCN(C(=O)c3ccco3)CC2)s1,-14.4%,14.3%,i,-1.9%,1.0%,3.0%,1.7%,-2.3%,3.5%
COc1cc(C(=O)NC(C)c2cc(C)ccc2C)ccc1OCC(=O)N1CCOCC1 (configuration not stated),-4.8%,-20.8%,i,i,-1.7%,-13.7%,-2.0%,4.4%,.
NNC(=O)c1n[nH]c(=O)c2ccccc12,0.7%,-5.4%,i,i,7.0%,6.3%,2.2%,0.0%,-18.6%
Cc1cccc(CN2CCN(C3CN(CCc4ccccc4)S(=O)(=O)C3)CC2)c1 (configuration not stated),-7.5%,?,i,-42.5%[inhibitor],0.8%,2.4%,.,3.5%,5.0%
CC1=CC(=O)C=CC1=Nc1ccc(N(C)C)cc1,-84.4%[inhibitor],?,i,i,-95.8%[inhibitor],?,.,-85.3%[inhibitor],18.0%
OCCC1CN(Cc2ccccc2O)CCN1CCc1ccccc1 (configuration not stated),-7.3%,-3.6%,i,i,-2.4%,5.5%,-18.7%,0.5%,-22.3%
COc1ccc(NC(=O)C2Cc3c(-c4cccc(C(C)=O)c4)ccnc3O2)cc1OC (configuration not stated),-14.7%,-24.1%,i,i,5.6%,-28.5%,.,-2.7%,14.6%
COc1ccc(-n2nc3c(c2NC(=O)c2ccc4c(c2)OCO4)CS(=O)(=O)C3)cc1,-2.3%,17.3%,i,i,1.5%,-13.5%,1.5%,-3.1%,?
O=C(NCc1cccs1)c1ccc2sc([C@@H]3O[C@H](CO)[C@H](O)[C@H](O)[C@H]3O)nc2c1,22.2%,-5.4%,i,-24.5%,0.0%,4.1%,.,-4.2%,-3.6%
Cn1nnc(NC(=O)c2ccc(C(C)(C)C)cc2)n1,-7.2%,-14.7%,i,-21.0%,21.9%,-11.9%,1.1%,-1.6%,1.3%
CCOC(=O)c1nnn(-c2nonc2-n2cccc2)c1-c1cccc([N+](=O)[O-])c1,19.0%,-18.5%[7.66 µM],i,-28.1%,2.9%,?,3.9%,8.5%,34.4%
CC(=O)c1ccc(NC(=O)Nc2ccc(Br)cc2C)cc1,13.7%,-18.2%,i,-56.2%[inhibitor],17.9%,1.3%,2.0%,-1.0%,-26.8%
O=C(c1ccc2c(c1)N(Cc1ccc(Cl)cc1)C(=O)c1ccccc1S2(=O)=O)N1CCCC1,-1.8%,-19.1%,.,-12.5%,6.5%,-11.5%,.,.,31.6µM*
COc1cc(C(=O)NNC(=O)CN2C(=O)NC(C)(c3ccc(C)cc3)C2=O)cc(OC)c1OC (configuration not stated),-1.8%,-3.4%,i,i,3.7%,-2.9%,-10.0%,-5.7%,.
COc1ccc(S(=O)(=O)NCCOc2ccccc2)cc1C,8.7%,?,i,i,-12.4%[9.22 µM],-0.2%,0.3%,14.3%,10.4%
CCc1cc2c(cc3c(=O)n(CC(=O)NC4CCC(C)CC4)ncn32)s1 (configuration not stated),-10.1%,8.7%,.,i,0.0%,-0.9%,.,.,3.1%
CC1=NN(c2ccccc2)C(=O)/C1=C\C=C1/N(C)c2ccccc2C1(C)C,-30.5%,?,i,-22.2%,-17.1%[9.22 µM],-23.5%,-1.2%,-8.1%,25.9%
COC(=O)c1cc(C(=O)c2ccc(C(C)(C)C)cc2)c[nH]1,7.7%,?,i,-43.6%[inhibitor],?,0.4%,0.5%,-21.9%,18.4%
CCCCCC(=O)Nc1cccc(C2=NOC3(C2)C[C@@H](C(N)=O)N(C(=O)CC(c2ccccc2)c2ccccc2)C3)c1 (some centres not stated),-7.8%,?,i,-11.7%,-6.4%,-8.2%,0.3%,0.6%,?
CC(=O)Nc1ccc(-c2ccnc3c2CC(C)(C(=O)Nc2cccc(Oc4ccccc4)c2)O3)cc1 (configuration not stated),15.4%,?,i,i,5.1%,?,.,-14.4%,?
# (list continues)
SMILES,Abeta yeast res,GLP-1R inv ag,pAkt inh,PTHR1 agonist,TDP43 rescue,GLP1R cytotox,MmCpn inh,aSyn yeast inh,FUS yeast rescue
COc1ccc(C(=O)Nc2ccc(NC(=O)c3ccccn3)cn2)cc1,-17.5%,2.0%,i,-44.8%[inhibitor],-13.0%,24.4%,-3.5%,-0.5%,21.9%
O=C(c1ccccc1)N1CCN(Cc2c[nH]c3ccccc23)CC1,23.1%,?,i,i,-3.4%,9.4%,-2.9%,4.3%,32.5%
CC(Oc1ccc2c3c(c(=O)oc2c1)CCC3)C(=O)NCCCn1ccnc1 (configuration not stated),-1.1%,14.3%,i,-23.3%,-3.2%,-1.8%,1.9%,0.7%,8.3%
CC(=O)c1ccc(NC(=O)c2cccs2)cc1,-18.7%,4.8%,i,-18.2%[57.5 µM],-4.1%,3.0%,1.1%,-16.7%,7.9%
O=C(COc1cccc2ccccc12)Nc1nc2ccccc2[nH]1,?,?,i,-3.7%[57.5 µM],17.3%,?,1.7%,1.9%,2.8%
CCCCCNC(=O)CCCCn1c(=O)[nH]c2cc(OCC)c(OCC)cc2c1=O,-2.4%,-4.0%,i,-9.0%,-0.1%,3.3%,1.0%,0.8%,-9.5%
COCCNC(=O)C1CCN(C(=O)C2CC(=O)N(c3ccc(C)cc3)C2)CC1 (configuration not stated),-13.7%,31.3%[activator],i,i,-7.1%,-2.0%,1.0%,-1.5%,-33.4%
COC(=O)c1c(NC(=O)CCCOc2ccc(C(C)(C)C)cc2)sc2c1C(C(=O)OC)CC2 (configuration not stated),11.3%,-23.0%,.,-33.6%[inhibitor],26.4%,8.2%,.,22.9%,33.0%
Cc1cccc(Cn2cnc3c(N)c(C)c(C)cc32)c1,18.5%,4.4%,i,?,-10.9%,3.5%,-2.0%,-2.2%,20.9%
CCOC(=O)C1(CCOc2ccccc2)CCN(Cc2cc(OC)ccc2OC)CC1,-1.9%,?,i,-2.6%,0.7%,?,1.8%,1.9%,-5.8%
CC(Sc1nc2ccccc2s1)C(=O)Nc1nnc(C(C)C)s1 (configuration not stated),-26.0%,-8.6%,i,-17.9%,25.1µM*,1.4%,2.9%,7.0%,40.4%
Cc1sc2nc(SCC(=O)N3CCCC3)[nH]c(=O)c2c1C,-21.3%,48.9%[activator],i,-21.3%,1.6%,-12.5%,-2.8%,-3.7%,5.1%
CCC1(CC)C(=O)C2=C3C1[C@H](C(=O)OC)CC(C(=O)OC)C[C@H]3n1c(=O)n(C)c(=O)n1[C@H]2C (some centres not stated),2.8%,9.9%,i,i,?,3.6%,.,2.9%,-24.2%
CCN(CC)c1ccc(/C=N/Nc2nc(C)cc(=O)[nH]2)cc1,24.5%,1.9%,i,-29.2%,0.0%,1.4%,-6.7%,0.3%,.
CC(C)OC(=O)C1C(=O)CC(C)(O)C(C(=O)OC(C)C)C1c1cccnc1 (configuration not stated),-8.6%,1.4%,i,-20.0%[57.5 µM],7.5%,5.5%,2.1%,4.1%,1.6%

# Part of the list above, with values under each structure.
# Below each SMILES: Abeta yeast res, GLP-1R inv ag, pAkt inh, PTHR1 agonist, TDP43 rescue, GLP1R cytotox, MmCpn inh, aSyn yeast inh, FUS yeast rescue
- COCCNC(=O)C1CCN(C(=O)C2CC(=O)N(c3ccc(C)cc3)C2)CC1 (configuration not stated)
  -13.7%, 31.3%[activator], i, i, -7.1%, -2.0%, 1.0%, -1.5%, -33.4%
- Cc1cccc(CN2CCN(C3CN(CCc4ccccc4)S(=O)(=O)C3)CC2)c1 (configuration not stated)
  -7.5%, ?, i, -42.5%[inhibitor], 0.8%, 2.4%, ., 3.5%, 5.0%

# 6 entries already listed, sorted by their value in PTHR1 agonist, smallest number first.
Molecule	GLP-1R inv ag	pAkt inh	PTHR1 agonist	MmCpn inh
CCN(CC)c1ccc(/C=N/Nc2nc(C)cc(=O)[nH]2)cc1	1.9%	i	-29.2%	-6.7%
CC(Oc1ccc2c3c(c(=O)oc2c1)CCC3)C(=O)NCCCn1ccnc1 (configuration not stated)	14.3%	i	-23.3%	1.9%
Cc1sc2nc(SCC(=O)N3CCCC3)[nH]c(=O)c2c1C	48.9%[activator]	i	-21.3%	-2.8%
CC(Sc1nc2ccccc2s1)C(=O)Nc1nnc(C(C)C)s1 (configuration not stated)	-8.6%	i	-17.9%	2.9%
CCCCCNC(=O)CCCCn1c(=O)[nH]c2cc(OCC)c(OCC)cc2c1=O	-4.0%	i	-9.0%	1.0%
CCOC(=O)C1(CCOc2ccccc2)CCN(Cc2cc(OC)ccc2OC)CC1	?	i	-2.6%	1.8%

# From PubChem

# A portion of the library, so the mix of outcomes need not match the whole.
